NALP3 yeast inh: blocks the NALP3 inflammasome reconstituted in yeast | hit rate 0.39% among 330,000 | Yeast reconstituted NLRP3/ASC/caspase-1, beta-gal luminescence, 24 h | inhibition, % at 10 µM;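 active means inhibition of 50% or more; inactive means inhibition below 50%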;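 further: plate controls were induced DMSO wells for no effect and uninduced yeast grown without galactose for full effect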
TIM10 inh: inhibits growth of TIM10 yeast strain. inhibition, % at 10 µM. S. cerevisiae TIM10 strain growth, BacTiter-Glo luminescence, 24 h. hit rate 1.4% among 330,000. AID 463195;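 active means inhibition of 40% or more at the single tested concentration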;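 further: wild-type TIM10 isogenic control strain grown at permissive 25 °C; 0% = DMSO yeast wells and 100% = minimal medium wells without yeast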
mIAP activ: mouse IAP activation; activation factor at 10 µM; hit rate 0.24% among 330,000; muIAP, CDP-Star luminescence, 30 min; stronger effect = higher value; 1 = vehicle-only enzyme signal, 0 = enzyme-free wells;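 active means activation factor of at least 2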; further: the source names both 10 and 20 µM as test concentration; values of inactives mirror those of a sister screen read the other way
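also added = chemiluminescent substrate CDP-Star | test system = mouse IAP enzyme | signal = chemiluminescence readout | compound = DMSO-dissolved test compounds | incubation = 30 min at room temperature | benchmarks = DMSO wells, no-enzyme wells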
tim10-1 inh: tim10-1 yeast growth inhibition; S. cerevisiae tim10-1 ts strain growth, BacTiter-Glo, 24 h; inhibition, % at 20 µM; hit rate 2.2% among 330,000;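 active means inhibition of at least 40%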;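 further: mutant grown at 25 °C; 0% = DMSO wells with yeast and 100% = wells holding no yeast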
beta cell repl: induces beta-cell replication in MIN6 cells; AID 2380; hit rate 0.29% among 330,000; proliferation, % at 10 µM; MIN6 cells proliferation, ATPlite luminescence, 48 h; cells starved in 0.2% serum; 100% = growth in 10% serum;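 active means compounds whose signal lies at least 3.5 SD above the mean of all wells on their plate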;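 further: 0% = DMSO-treated cells in low-serum medium and 100% = 10% serum control; some compounds called inactive have numbers as strong as hits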
A3G deaminase: blocks human APOBEC3G single-stranded DNA deamination; inhibition, % at 20 µM; hit rate 0.28% among 330,000; AID 493012; Q9HC16; recombinant A3G, ssDNA deamination FAM/TAMRA fluorescence;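 active means inhibition of at least 40% at 20 µM, with no more than 30% in the related APOBEC3A deaminase screen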;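 further: plate controls were DMSO wells with A3G for no effect and wells lacking A3G enzyme for full effect; some compounds called inactive have numbers as strong as hits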
hIAP block: human IAP inhibition; purified IAP, CDP-Star luminescence, 30 min; AID 2544; hit rate 0.12% among 330,000; inhibition, % at 10 µM;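 active means inhibition reaching a set limit with compound at 10 µM in the primary screen, cut at about 35% in these data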;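 further: plate controls were DMSO wells with enzyme for no effect and no-enzyme buffer wells for full effect; values of inactives mirror those of a sister screen read the other way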
Target sequence (P09923 whole entry, looked up): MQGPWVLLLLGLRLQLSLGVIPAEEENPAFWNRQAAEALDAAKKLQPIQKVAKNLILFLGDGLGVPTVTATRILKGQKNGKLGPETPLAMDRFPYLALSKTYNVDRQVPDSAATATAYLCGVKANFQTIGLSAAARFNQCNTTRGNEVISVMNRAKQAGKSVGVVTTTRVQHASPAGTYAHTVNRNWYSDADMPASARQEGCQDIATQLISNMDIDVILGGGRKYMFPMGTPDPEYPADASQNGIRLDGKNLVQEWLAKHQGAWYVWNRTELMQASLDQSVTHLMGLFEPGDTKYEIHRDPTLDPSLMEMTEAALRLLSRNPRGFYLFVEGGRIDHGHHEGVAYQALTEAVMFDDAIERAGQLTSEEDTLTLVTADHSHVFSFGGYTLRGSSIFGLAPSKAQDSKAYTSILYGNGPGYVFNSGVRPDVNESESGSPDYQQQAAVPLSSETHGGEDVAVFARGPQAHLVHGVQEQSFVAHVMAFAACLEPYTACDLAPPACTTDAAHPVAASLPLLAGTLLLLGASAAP
mIAP inh: mouse IAP inhibition | purified mouse IAP, CDP-Star luminescence, 30 min | inhibition, % at 10 µM | hit rate 0.2% among 330,000 | AID 2806;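 active means inhibition of at least 40% at 10 µM in the primary screen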;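 further: plate controls were DMSO with enzyme for no effect and no enzyme wells for full effect; values of inactives mirror those of a sister screen read the other way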
APOBEC3A inh: blocks human APOBEC3A ssDNA deamination; P31941; recombinant A3A, FAM/TAMRA ssDNA deamination fluorescence; inhibition, % at 20 µM; hit rate 0.41% among 330,000;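 active means at least 40% inhibition at 20 µM here, with at most 30% in a related deaminase screen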;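 further: plate controls were A3A with DMSO for no effect and wells lacking A3A enzyme for full effect; some results filed as inactive read as strong as hits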
Target sequence (P31941 whole entry, looked up): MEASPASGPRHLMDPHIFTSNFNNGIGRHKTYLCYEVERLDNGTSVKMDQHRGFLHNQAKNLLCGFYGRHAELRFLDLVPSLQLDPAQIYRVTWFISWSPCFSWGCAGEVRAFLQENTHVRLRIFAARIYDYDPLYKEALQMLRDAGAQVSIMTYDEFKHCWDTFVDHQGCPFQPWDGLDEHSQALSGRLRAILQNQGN
An asterisk follows results filed as active.

SMILES	NALP3 yeast inh	TIM10 inh	mIAP activ	tim10-1 inh	beta cell repl	A3G deaminase	hIAP block	mIAP inh	APOBEC3A inh
O=C(N/N=C/c1ccoc1)c1ccc([N+](=O)[O-])cc1	17	4	0.94	9	-2	0	-13	6	7
Cc1ccc(F)cc1CNC(=O)c1cc(COc2ccc3ncccc3c2)on1	14	-8	0.99	8	-5	15	-3	1	4
COc1ccc(NC(=O)NC(=O)c2ccccc2)cc1	23	0	1.1	10	0	-1	-2	-9	-1
O=C(COC(=O)c1ccccn1)NCc1ccc(Cl)cc1Cl	12	0	0.98	6	-1	-11	-2	2	-6
COc1ccc(CCC(=O)Nc2ncc(C)s2)cc1OC	8	-18	1	17	-2	4	-3	-4	2
O=C(Nc1ccc(Cl)cc1)C1CCN(C(=O)c2cccs2)CC1	-9	14	1.1	16	1	-11	3	-10	-8
CC(=O)c1ccc(NC(=O)C(C)Sc2ccccn2)cc1 (stereo not given)	16	4	0.94	-4	-2	-16	-4	6	1
O=C(/C=C/c1ccccc1Cl)OCC(=O)c1ccc[nH]1	5	11	0.94	7	1	-6	-1	6	0
CCCCN(CC)CCCNC(=O)c1cn(-c2ccc(OC)cc2)c(=O)c2ccccc12	10	3	0.99	4	-5	-9	11	1	0
COc1ccc(N(C)S(=O)(=O)c2cccc(C(=O)NC3=NCCS3)c2)cc1	-13	12	0.94	-9	-2	-8	8	6	-6
COc1cc(NC(=O)c2ccco2)c(OC)cc1NC(=O)CCC(=O)Nc1cccc(C)c1C	-5	21	0.91	21	4	-5	-3	9	-4
Cc1cc(C(=O)Nc2nnc(C(F)(F)F)s2)no1	12	1	1	-3	-2	-4	5	-2	0
CC(=C/C(=O)O)/C=C/c1ccc(Cl)o1	32	11	0.9	24	-2	65	9	10	72
Cc1ccc(NC(=O)c2cc(-c3ccc(C)o3)nc3ccccc23)cc1	26	13	0.87	19	-4	5	11	13	6
CC(=O)Nc1sc(N/N=C\c2ccccc2Cl)nc1-c1cccs1	12	26	0.83	20	-2	3	2	17	4
Cc1nn(-c2ccc(F)cc2)c2nc(N)c(C#N)c(-c3ccc(O)c(O)c3)c12	5	-3	0.71	12	-7	-6	11	28	0
C=CCN1CCN(c2ccncc2S(=O)(=O)N2CCOCC2)CC1	-3	1	1	-6	-2	-6	-7	0	-3
COc1ccccc1NC(=O)c1cc(S(=O)(=O)NCc2ccccc2)ccc1F	14	14	0.9	13	0	-9	4	10	-1
Oc1ccc(/C=N/NC(=S)NCC2CCCO2)cc1 (stereo not given)	-2	2	1	15	0	-4	2	-3	35
CCOC(=O)N1CCN(S(=O)(=O)c2ccc(C(=O)Nc3sc4c(c3C(N)=O)CCN(CC)C4)cc2)CC1	14	1	0.95	-7	-4	-2	-16	5	-4
COc1cc(NS(=O)(=O)c2ccc(Nc3nc(-c4ccccn4)cs3)cc2)nc(OC)n1	0	-5	0.95	3	-1	-6	-37	4	-3
Cc1cc(NC(=O)c2ccc(-c3ccc(F)c(Cl)c3)o2)no1	32	12	0.99	17	-1	-8	14	1	4
C=CCN1/C(=C(\C#N)C2=NS(=O)(=O)c3ccccc32)N(C)c2ccccc21	-4	-4	1	12	-4	0	5	-1	5
O=C(O)CN1CCN(Cc2ccc(Cl)cc2)C1=O	4	2	1	-5	1	-6	2	-3	0
Cc1cc(NS(=O)(=O)c2ccc(NC(=O)CCCOc3cccc(C)c3C)cc2)no1	6	7	0.98	3	-3	-5	13	2	1
OC12CCCCC1C(c1ccc3c(c1)OCO3)N(Cc1ccccc1F)CC2 (stereo not given)	-21	22	0.95	38	-5	-2	12	5	2
Cc1c(NS(=O)(=O)N2CCCCC2)c(=O)n(-c2ccccc2)n1C	8	-11	1	9	-1	2	-9	-1	3
CC(C)Cn1c2nc3ccccc3nc2c2c(=O)n(CCN3CCOCC3)cnc21	14	11	1	10	-2	-6	5	0	-4
Cc1nc(NC(=O)COC(=O)CCc2ccccc2)c(Cl)cc1Cl	14	-1	0.91	3	3	-6	16	9	-1
CC(C)CCn1c(SCC(=O)NC2CCS(=O)(=O)C2)nc2cc(Cl)ccc2c1=O (stereo not given)	12	-1	0.97	10	-1	-8	-8	3	0
CCCCC(=O)Nc1ccc(C(=O)NN2C(=O)c3ccccc3C2=O)cc1	15	4	0.94	-1	2	-1	5	6	-2
Cc1c(C(=O)NC2CCCC2)oc2ccccc12	14	8	0.96	17	5	-7	10	4	-5
COc1ccc(NC(=S)NCCCn2ccnc2)cc1	5	8	0.95	16	-2	-5	12	5	-3
N#Cc1c(SCc2ccccc2)nc(N2CCOCC2)c2c1CCCC2	27	-5	0.97	10	-3	-5	5	3	-3
CCOc1ccc(C(=O)C(C)OC(=O)Cn2[nH]c(=O)c3ccccc3c2=O)cc1 (stereo not given)	15	1	1.1	20	-2	-2	-38	-5	2
COc1ccc(C2C(=O)c3ccccc3C2=O)cc1	2	4	0.96	15	-6	-3	24	4	-1
COc1cc(NC(=S)N2CCN(S(=O)(=O)c3ccccc3)CC2)cc(OC)c1	7	2	1.1	1	-5	-5	-18	-6	-4
CC(=O)c1ccc(NC(=O)NC2CCCCCCC2)cc1	22	15	1.3	25	-3	-2	-24	-34	13
O=C(CSc1nccn(-c2ccc(Br)cc2)c1=O)NC1CCCC1	4	-2	0.67	29	-3	-6	-10	33	-5
CC(=O)c1ccc(N2CCN(C(=O)C3CCCN(c4ncnc5c4nc4n5CCCCC4)C3)CC2)cc1 (stereo not given)	10	20	0.96	14	-5	5	-12	4	2
C=CCn1c(SCC(=C)C)nc2c1c(=O)[nH]c(=O)n2C	14	2	0.93	10	-1	-5	3	7	-1
CCOC(=O)c1nn(-c2ccccc2C)c2nc(CC(C)C)c(C#N)c(=O)n12	8	4	0.95	27	-3	-7	20	5	1
COc1ccccc1N(O)C1CC(=O)N(c2ccc(F)cc2)C1=O (stereo not given)	10	21	0.94	20	0	1	9	6	-2
NNC(=O)C12CC3CC(C1)CC(n1ncnn1)(C3)C2	14	0	0.95	9	0	-3	-4	5	2
Cc1cc(NCCc2ccccc2F)n2ncnc2n1	6	-9	1.1	-1	-2	-9	-6	-6	-2
CCCCN(C(=O)/C=C/c1ccco1)c1c(N)n(CCC)c(=O)[nH]c1=O	-6	16	1	26	-1	-8	14	-3	7
CC(C)c1onc(C(=O)Nc2ccc3c(c2)OCO3)c1[N+](=O)[O-]	10	15	0.96	26	-1	2	23	4	-2
C[C@@H](CN1CCC[C@H]1CN1C(N)=NC[C@@H]1Cc1ccccc1)N1C[C@@H](Cc2ccccc2)N(CCc2ccc(Cl)c(Cl)c2)C1=N	34	-28	1	-53	-3	-4	-2	-3	-4
CCN(CC)C(=O)C1CCCN(C(=O)c2cc(COc3ccc4ncccc4c3)on2)C1 (stereo not given)	14	-3	1	18	0	-3	-21	-1	-1
COc1ccc(S(=O)(=O)N(C)C)cc1NC(=O)Cc1cccs1	6	-13	1	26	-3	-7	-3	0	-2
COC(=O)c1nn(C23CC4CC(CC(C4)C2)C3)c2c1C(=O)N(c1ccc(Br)cc1)C2=O	10	10	1	14	-4	-1	-4	-1	0
COc1cc2c(cc1OC)C(c1ccc(-c3ccc(Cl)c(Cl)c3)o1)=NCC2	28	37	0.93	56*	-6	-2	-35	7	0
Cc1ccc(-n2[nH]c(C)c(/C=N/Nc3ccc([N+](=O)[O-])cc3[N+](=O)[O-])c2=O)cc1	23	24	0.79	49*	0	-8	24	21	-1
Cc1cccc(/C=C/c2onc(C)c2S(=O)(=O)N2CCC(C(=O)N3CCCCC3)CC2)c1	10	-11	1	7	-4	-5	-21	0	-4
O=S(=O)(Nc1cccc(-c2nc3cccnc3s2)c1)c1ccc2c(c1)CCCC2	14	9	0.95	33	-4	-1	6	5	2
C=CCNc1nc(C(=O)OCC(=O)NCc2cccc(Cl)c2)cs1	6	2	1.1	11	-5	5	5	-14	-1
COCCN1Cc2cccc(C(=O)NCC3CCN(CC(C)C)C3)c2C1=O (stereo not given)	13	-1	1	1	-4	1	-4	-3	0
CCn1c(=O)n(CC)c2cc(NS(=O)(=O)c3ccccc3)ccc21	9	8	0.93	9	-2	-10	-2	7	-2
COC(=O)Cn1c(O)c(N=NC(=O)OC)c2ccccc21	-17	2	1.1	1	-2	-3	-7	-7	-5
CCOc1ccc(Cl)cc1S(=O)(=O)n1cnc2cc(C)c(C)cc21	19	19	0.8	21	-2	-7	-16	20	-3

Arranged by value in TIM10 inh (largest number first): 3 from the list above.
smiles | TIM10 inh
CCOc1ccc(Cl)cc1S(=O)(=O)n1cnc2cc(C)c(C)cc21 | 19
CCn1c(=O)n(CC)c2cc(NS(=O)(=O)c3ccccc3)ccc21 | 8
CCN(CC)C(=O)C1CCCN(C(=O)c2cc(COc3ccc4ncccc4c3)on2)C1 (stereo not given) | -3

Next section:
SMILES	NALP3 yeast inh	TIM10 inh	mIAP activ	tim10-1 inh	beta cell repl	A3G deaminase	hIAP block	mIAP inh	APOBEC3A inh
COc1cc2c(cc1OC)C(Nn1cnnc1)=NC1(CCCC1)C2	8	10	1.1	-3	5.2*	-9	14	-9	-4
COc1ccccc1S(=O)(=O)Cc1ccc(C(=O)NC2CCCCCC2)o1	12	9	1	-2	1	2	17	0	1
CC(C)CCNC(=O)COc1cccc2c1OC(C)(C)C2	8	-4	1.1	23	2	-7	-5	-6	-3
CSCC[C@H](NC(=O)OC(C)(C)C)c1nnc(SCC(=O)Nc2c(C)cccc2C)o1	9	-7	0.96	-19	-2	-7	-52	4	-2
Cc1c(C(=O)O)nn(-c2ccccc2)c(=O)c1C#N	11	-8	0.96	-15	-1	0	2	4	-1
COCCNc1cnn(-c2ccccc2)c(=O)c1Cl	8	-2	1	-3	-1	-1	-14	-3	2
O=C(CSc1nc2ccccc2c(=O)n1-c1ccccc1)N/N=C/C=C/c1ccccc1[N+](=O)[O-]	12	14	0.89	28	-2	-6	4	11	1
CN1C(=O)/C(=C2\SC(=S)N(C(CCC(=O)O)C(=O)O)C2=O)c2ccccc21 (stereo not given)	4	-1	1	11	-1	3	-9	0	6
Cc1ccc(NC(=O)C2CCCN(S(=O)(=O)c3ccc4[nH]c(=O)ccc4c3)C2)c(C)c1 (stereo not given)	23	0	0.9	2	0	1	2	10	1
CCN(CC)CCNc1nc(-c2ccccc2)c2c(c1C#N)CC(C)(C)OC2	5	-3	0.89	6	3	-4	-6	11	0
CSc1nnc2ccc(-c3cccs3)nn12	20	2	1	5	-1	5	-14	-2	4
COc1ccc(Cn2nnnc2C(c2cc3cccc(C)c3[nH]c2=O)N2CCN(C)CC2)cc1 (stereo not given)	7	8	1	6	-2	-11	-18	0	-3
O=C(CSc1nc2ccccc2c(=O)n1-c1ccccc1)N1CCN(CCO)CC1	-5	5	1	23	-3	-8	4	-4	-6
O=C(OCc1nnc(-c2ccccc2)o1)c1cc2ccccc2cc1O	8	21	1	15	-5	9	3	0	-2
CC1=NN(C(N)=S)C(=O)C1N=Nc1ccc(F)cc1 (stereo not given)	32	-38	0.99	1	4	-1	-11	1	-3
CCN(C[C@H]1N[C@@](CC)(C(=O)OC)[C@H]2C(=O)N(C)C(=O)[C@@H]12)S(=O)(=O)c1ccc(-c2ccccc2)cc1	9	11	0.99	13	-1	-7	-13	1	-4
CC(C)(C)NC(=O)C1N(c2cccnc2)C(=O)C2C(C(=O)Nc3ccccc3F)C3(C)C=CC21O3 (stereo not given)	7	9	0.96	10	1	1	10	4	0
